KCNQ2 inh – KCNQ2 channel blockers in CHO-K1 cells – cell-based, FluxOR thallium flux, B-score, primary screen (AID 2156) | O88943 | 20 min; stronger effect = lower value | B-score at 10 µM | 1.1% of 310,000 active;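 active = fluorescence ratio B-score at most minus 3 library SDs, with starting brightness B-score within 2 library SDs, cut at about -5.5 in these data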
Target sequence (O88943 whole entry, looked up): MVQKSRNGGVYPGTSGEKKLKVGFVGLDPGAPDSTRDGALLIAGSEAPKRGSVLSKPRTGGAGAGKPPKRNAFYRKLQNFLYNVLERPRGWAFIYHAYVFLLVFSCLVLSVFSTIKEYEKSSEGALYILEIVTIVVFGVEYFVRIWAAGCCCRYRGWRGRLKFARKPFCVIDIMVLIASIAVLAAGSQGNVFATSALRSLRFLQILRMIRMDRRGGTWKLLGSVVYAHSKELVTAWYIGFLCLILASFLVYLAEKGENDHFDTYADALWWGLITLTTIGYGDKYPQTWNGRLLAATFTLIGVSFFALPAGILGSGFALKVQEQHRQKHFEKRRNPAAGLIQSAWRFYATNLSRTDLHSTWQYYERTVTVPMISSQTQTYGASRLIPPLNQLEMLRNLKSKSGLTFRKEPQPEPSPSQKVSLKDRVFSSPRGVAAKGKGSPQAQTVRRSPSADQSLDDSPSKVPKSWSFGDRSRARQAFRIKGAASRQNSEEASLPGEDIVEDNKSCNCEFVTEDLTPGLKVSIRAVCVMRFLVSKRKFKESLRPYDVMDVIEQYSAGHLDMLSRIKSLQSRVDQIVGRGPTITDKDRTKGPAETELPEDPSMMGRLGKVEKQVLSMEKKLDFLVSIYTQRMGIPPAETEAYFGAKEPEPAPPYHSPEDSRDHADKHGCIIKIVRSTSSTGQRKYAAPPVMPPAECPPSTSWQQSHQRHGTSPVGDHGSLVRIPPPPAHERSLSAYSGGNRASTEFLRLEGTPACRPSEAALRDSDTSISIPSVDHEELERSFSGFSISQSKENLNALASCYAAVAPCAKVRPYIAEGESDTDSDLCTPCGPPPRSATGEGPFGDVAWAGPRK
CHT block – human CHT choline transport inhibition; AID 488975; CHT-expressing cells, membrane potential dye, choline response; stronger effect = lower value; B-score at 10 µM; 0.86% of 310,000 active;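 active = B-score over 3 SD under the library average, and starting fluorescence ratio not unusually high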;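 note: choline stimulus applied at its EC90 after an EC20 pre-addition; B-score computed on integrated fluorescence ratio after choline addition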
Kir21 inh – blocks the mouse Kir2.1 inward-rectifier potassium channel. HEK293-Kir2.1, FluxOR thallium flux fluorescence; stronger effect = lower value. AID 1672. 0.85% of 310,000 active. B-score at 10 µM;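 active = fluorescence ratio B-score at or below minus 3 SD of library scores, with starting-brightness B-score within 2 SD, cut at about -4.2 in these data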;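 note: channel flux triggered by added potassium and thallium sulfate stimulus; B-score of peak minus minimum fluorescence over baseline after thallium stimulus; more negative B-score means stronger Kir2.1 block with less thallium influx; some compounds called inactive have numbers as strong as hits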
* marks the source's active call; other numbers are inactive results; i = inactive; . = no result given.

SMILES | KCNQ2 inh | CHT block | Kir21 inh
Cc1oc(S(=O)(=O)N2CCCC2)cc1C(=O)Nc1ccccc1 | i | i | -0.09
O=C(Nc1ccccc1N1CCCCC1)c1ccc(-c2cc(Cl)ccc2Cl)o1 | i | i | 1.28
CC1CN(c2ccc(Cl)nn2)CC(C)O1 (configuration not stated) | i | i | -0.28
CC1CSC(N(C(=O)c2ccc(S(C)(=O)=O)cc2)c2ccc(Cl)cc2)=N1 (configuration not stated) | i | i | -0.04
O=C(c1ccccc1)C(C(=O)N1CCCCC1)n1ccccc1=O (configuration not stated) | i | i | 0.98
Cc1cccc(Nc2nc(-c3ccc(F)c(C)c3)cs2)n1 | i | i | -0.43
CCOC(=O)C1=C(C)NC(C)=C(C(=O)OCC)C1C(=O)OCC(=O)NCCc1ccc(S(N)(=O)=O)cc1 | i | i | 0.26
Cn1nc(C(F)(F)F)cc1C(=O)Nc1ccc(-c2ccno2)cc1 | i | i | 0.03
COc1ccc(OCC(=O)NC(=S)Nc2ccc(N3CCOCC3)c(Cl)c2)cc1 | i | i | -0.05
COc1ccccc1NC(=S)Nc1ccccn1 | i | i | 0.58
CC(C)Sc1nc(N)c2c3c(sc2n1)CN(C)CC3 | i | i | -1.21
CN(/C=C/C(=C\C=[N+](C)c1ccccc1)OCCCS(=O)(=O)[O-])c1ccccc1 | i | i | -4.57
O=C1c2oc3ccccc3c(=O)c2C(c2cccs2)N1CCCN1CCOCC1 (configuration not stated) | i | i | 1.27
O=Cc1ccc(OCC(=O)N2CCOCC2)cc1 | i | i | -1.4
CCOc1ccc(N(CC(=O)NC2CCCCC2)C(=O)CCC(=O)Nc2ccccn2)cc1 | i | i | 0.98

Sorted by formula weight (low to high): some entries from above
SMILES | KCNQ2 inh | CHT block | Kir21 inh
CC1CN(c2ccc(Cl)nn2)CC(C)O1 (configuration not stated) | i | i | -0.28
O=Cc1ccc(OCC(=O)N2CCOCC2)cc1 | i | i | -1.4
COc1ccccc1NC(=S)Nc1ccccn1 | i | i | 0.58
CC(C)Sc1nc(N)c2c3c(sc2n1)CN(C)CC3 | i | i | -1.21
Cc1cccc(Nc2nc(-c3ccc(F)c(C)c3)cs2)n1 | i | i | -0.43
O=C(c1ccccc1)C(C(=O)N1CCCCC1)n1ccccc1=O (configuration not stated) | i | i | 0.98
Cc1oc(S(=O)(=O)N2CCCC2)cc1C(=O)Nc1ccccc1 | i | i | -0.09
Cn1nc(C(F)(F)F)cc1C(=O)Nc1ccc(-c2ccno2)cc1 | i | i | 0.03
CC1CSC(N(C(=O)c2ccc(S(C)(=O)=O)cc2)c2ccc(Cl)cc2)=N1 (configuration not stated) | i | i | -0.04
O=C1c2oc3ccccc3c(=O)c2C(c2cccs2)N1CCCN1CCOCC1 (configuration not stated) | i | i | 1.27
CN(/C=C/C(=C\C=[N+](C)c1ccccc1)OCCCS(=O)(=O)[O-])c1ccccc1 | i | i | -4.57
COc1ccc(OCC(=O)NC(=S)Nc2ccc(N3CCOCC3)c(Cl)c2)cc1 | i | i | -0.05
CCOc1ccc(N(CC(=O)NC2CCCCC2)C(=O)CCC(=O)Nc2ccccn2)cc1 | i | i | 0.98
CCOC(=O)C1=C(C)NC(C)=C(C(=O)OCC)C1C(=O)OCC(=O)NCCc1ccc(S(N)(=O)=O)cc1 | i | i | 0.26

(list continues)
SMILES | KCNQ2 inh | CHT block | Kir21 inh
Cc1ccc(C(C)C)c(OCCCCCN2CCOCC2)c1 | i | i | -1.97
Cc1onc(-c2ccccc2)c1C(=O)N=C(N)c1ccc(Cl)cc1 | i | i | -2.36
O=C(CCCN1C(=O)c2ccccc2C1=O)Nc1nncs1 | i | i | -0.09
O=C(Nc1cccc(-c2cn3cccnc3n2)c1)Nc1ccccc1F | i | i | 0.02
Cc1cn(C(=O)c2ccccc2)c(=S)n1-c1ccc(Cl)cc1 | i | i | -0.9
COc1ccc(CCNC(=O)c2cc(C3CC3)on2)cc1OC | i | i | 0.48
O=C(NCCCn1ccnc1)/C(=C\c1cccnc1)NC(=O)c1ccccc1Br | i | i | 0.3
COc1ccc(N=c2oc3cc(O)ccc3cc2C(=O)NCC2CCCO2)c(OC)c1 (configuration not stated) | i | i | 1.5
CNc1nc(C)c([N+](=O)[O-])c(Nc2ccc(OC)cc2)n1 | i | i | 0.84
O=C(CSc1nncn1-c1cccnc1)N(c1ccccc1)c1ccccc1 | i | i | -1.33
Cc1ccc(S(=O)(=O)N2CCC(C(=O)Nc3ccc(S(=O)(=O)N4CCCC4)cc3)CC2)cc1 | i | i | 0.04
O=C(NCCn1cc(SCc2ccccc2)c2ccccc21)c1ccccc1F | -8.18* | i | -1.14
O=C(OCc1cccs1)c1ccccc1NS(=O)(=O)c1ccc2c(c1)OCCO2 | i | i | -0.14
Cc1cnn2c(C3CC3)ccnc12 | i | i | 0.67
O=C(O)c1cc([N+](=O)[O-])cc2c1nnn2O | i | i | 1.8
COC(=O)c1ccc(NC(=O)C23CCC(C)(C(=O)O2)C3(C)C)cc1 (configuration not stated) | i | i | -1.08
Cc1nc(C(F)(F)F)c(C(=O)NC(=O)Nc2ccc(OC(F)(F)F)cc2)s1 | i | i | 1.31
CC(C)CN(C)Cc1c(C(=O)N2CCc3ccccc3C2)nc2ccc(Cl)cn12 | -8.66* | i | -0.09
CCNS(=O)(=O)c1ccc(NS(=O)(=O)c2cc(C)ccc2C)cc1 | i | i | 0.68
CCc1nc(SCC(=O)N2CCCC2)c2ccccc2n1 | i | i | -1.47
Cc1nn(C(C)C(=O)N2CCc3ccccc32)c(C)c1[N+](=O)[O-] (configuration not stated) | i | i | 1.22
NNC(=O)C(Cc1ccc(O)cc1)N1Cc2ccccc2C1=O (configuration not stated) | i | i | -1.44
CCC1Oc2ccc(C)cc2N(CC(=O)N(Cc2ccncc2)Cc2ccco2)C1=O (configuration not stated) | i | i | 0.26
COc1ccc(-c2cc(C(=O)Nc3c(C)n(C)n(-c4ccccc4)c3=O)c3ccccc3n2)cc1 | i | i | 1.99
CSc1ccccc1NC(=O)CN(c1ccccc1Br)S(C)(=O)=O | i | i | -1.02
COc1ccc(NC(=S)N/N=C/c2cccn2Cc2ccc(F)cc2Cl)cc1 | i | i | 0.93
C=CCn1c(Oc2ccccc2F)nc2c1c(=O)n(C)c(=O)n2C | i | i | -0.52
O=C(O)Cc1ccc2c(c1)N(S(=O)(=O)c1cccc(C(F)(F)F)c1)CC(C(=O)O)O2 (configuration not stated) | i | i | -0.24
COc1ccc(CCNC(C(=O)Nc2cc(C)cc(C)c2)c2ccccc2)cc1 (configuration not stated) | -8.07* | i | -2.27
NS(=O)(=O)c1ccc(NC(=S)NC(=O)/C=C/c2cccs2)cc1 | i | i | 0.02
CCOc1ccc(NC(=O)CSc2nc3[nH]ncc3c(=O)[nH]2)cc1 | i | i | -0.32
Cc1cc(OCC(=O)NC(Cc2c[nH]c3ccc(O)cc23)C(=O)O)c2c(C)c(C)c(=O)oc2c1 (configuration not stated) | i | i | 0.05
COc1ccc(NC(=O)CN(C)C(=O)c2cccc(S(=O)(=O)N3CCCc4ccccc43)c2)cc1 | i | i | 0.24
O=S(=O)(c1cccc(-c2csc(-c3cccnc3)n2)c1)N1CCOCC1 | i | i | -1.95
CN1CCN(S(=O)(=O)c2cccc(C(=O)NCc3ccccc3Cl)c2)CC1 | i | i | -0.38
FC(F)(F)c1nc2ccccc2n1CCNc1nc(CN2CCCCC2)cs1 | i | i | -0.31
CCCOc1ccccc1N/C(=N/c1nc(C)cc(C)n1)NC(=O)Nc1ccc(Cl)cc1 | i | i | 0.92
CCOC(=O)c1snc(-c2ccc(F)cc2)c1N | i | i | -0.1
CC(C)CCn1c(=O)c2c(nc3n2CCCN3Cc2ccccc2)n(C)c1=O | i | i | 0.13
Cc1nn(C)c(-c2n[nH]c(=S)n2-c2ccccc2)c1Cl | i | i | -0.04
CN(O)/C=N/C(=S)Nc1ccc(Cl)cc1Cl | i | i | 0.94
Cc1cc(C)n(-c2nnc(C)n2/N=C/c2ccccc2O)n1 | i | i | -0.72
CN1CCCC(OC(=O)c2ccc3c(c2)OCCO3)C1 (configuration not stated) | i | . | 0.43
CC(C)CN(C(=O)c1ccc2c(c1)OCCO2)c1c(N)n(Cc2ccccc2)c(=O)[nH]c1=O | i | i | 0.79
COc1cc(NS(=O)(=O)c2ccc(NC(=O)c3ccc([N+](=O)[O-])cc3)cc2)ncn1 | i | i | 1.85
COc1ccc(OC2CCN(S(=O)(=O)c3ccccc3)CC2)cc1 | i | i | 0.3
CCCCn1c(-c2csc(CCC)c2)n[nH]c1=S | i | -5.57* | 1.32
O=C1CN(C(=O)c2ccc(Cl)nc2)c2ccccc2N1 | i | i | 1.64
O=C(CCN1C(=O)/C(=C/c2ccc(Cl)cc2)SC1=S)Nc1cccnc1 | i | i | 0.74
O=C(Nc1ccccc1)c1ccccc1OS(=O)(=O)c1ccccc1 | i | i | -0.7
O=C(CN(C(=O)c1ccco1)c1cccc(F)c1)NCc1ccc(F)cc1 | i | i | 0.11
COc1ccc2nc(SCC(=O)NC3CC3)c(C#N)cc2c1 | i | i | 0.21
CC(C)CC(=O)Nc1ccc(C(=O)CN2C(=O)NC3(CCOc4ccccc43)C2=O)cc1 (configuration not stated) | i | i | 0.66
CCOCCCNC(=O)CCc1nnc2n(CCC(C)C)c(=O)c3ccccc3n12 | i | i | -0.67
N#Cc1ccccc1OCC(=O)NC(=O)NCc1ccccc1 | i | i | -0.12
COc1ccc(-c2nnc(SCc3nc4ccccc4s3)n2C(C)C)cc1 | i | i | -1.55
CCOC(=O)N1CCN(C(=O)C2CCN(S(=O)(=O)c3cc(C)ccc3OC)CC2)CC1 | i | i | -0.39
CCN(CC)S(=O)(=O)c1ccc2[nH]c(=O)cc(C(=O)NCC3CCCO3)c2c1 (configuration not stated) | i | i | 0.18
CCN(CC)CCCNc1nc(C)cc(COC)c1C#N | i | i | -1.12
OC(CN1CCN(c2ccc(F)cc2)CC1)c1ccc(Cl)cc1 (configuration not stated) | i | i | 0
Other entries follow.
SMILES | KCNQ2 inh | CHT block | Kir21 inh
COc1ccc(CC(=O)NCCN2CCOCC2)cc1 | i | i | -7.87
COCc1cc(C)nc(OCC(=O)N/N=C/c2ccccc2)c1C#N | i | i | -0.75
CCOC(=O)c1ccc(NC(=O)Cn2cc3c(n2)CCC(C)C3)cc1 (configuration not stated) | i | i | 0.69
Cc1ccc(NC(=O)c2ccco2)cc1C | i | i | -2.12
O=C(Nc1nc2ccccc2n1Cc1ccc(Cl)cc1)c1ccco1 | i | i | 1.09
S=c1nccc(-c2ccc3c(c2)CCO3)[nH]1 | i | i | -0.23
COc1ccc(C2=CC3=C(Br)C(=O)C(C)(O)C(=O)C3=CO2)cc1 (configuration not stated) | i | i | -0.46
CCOc1cccc2cc(C(=O)NCc3ccc(C)cc3)c(=N)oc12 | i | i | 2.9
O=C(CCl)Nc1cc2[nH]c(=O)[nH]c2cc1Br | i | i | 2.01
CC(C)CCNC(=O)Cn1c(=O)oc2cc(S(=O)(=O)N3CCc4ccccc43)ccc21 | i | i | -0.56
CCOC(CCn1c(SCC(=O)NC2CCCC2)nc2ccccc2c1=O)OCC | i | i | 0.27
CC(C)N1CCCC(CNC(=O)CCc2nnc(CCCCc3ccccc3)o2)C1 (configuration not stated) | i | i | 0.57
O=C(NCCCCc1ccccc1)C1CC(c2ccc([N+](=O)[O-])cc2)=NO1 (configuration not stated) | i | i | 0.05
C/C(=N\NC(=O)CNc1cccc2ccccc12)c1ccc(Br)s1 | i | i | -0.17
Cc1cccc2nc(-c3cccc(NC(=O)c4ccc(Cl)cc4)c3)cn12 | i | i | 1.79
O=C(NCCCN1CCOCC1)c1ccc(CS(=O)(=O)c2c(Cl)cccc2Cl)o1 | i | i | 0.56
Cc1ccc(OCC(=O)Nc2ccc3c4c(cccc24)CC3)c(C)c1 | i | i | 0
CC12CC3CC(C)(C1)CC(C(=O)NCc1ccncc1)(C3)C2 | i | i | 0.13
COc1ccc(NC(=O)c2ccccc2N(Cc2ccccc2)S(C)(=O)=O)c(OC)c1 | i | i | -1.86
Cc1nc2cc(NCc3cc([N+](=O)[O-])ccc3O)ccc2n1Cc1ccccc1 | i | i | -1.06
c1ccc(Cc2cc(-c3ccccc3)on2)cc1 | i | i | -1.27
Cc1c(Br)c([N+](=O)[O-])nn1CC(=O)NCc1ccco1 | i | i | 0.66
O=C(O)CCC(=O)Nc1ccc(F)cc1 | i | i | 0.41
Cc1ccc(NC(=O)CN2C(=O)NC(Cc3c[nH]c4ccccc34)C2=O)cc1S(=O)(=O)N1CCCCC1 (configuration not stated) | i | i | 0.14
Cc1ccc2nc(CSc3nnc(-c4ccco4)n3-c3ccccc3)cc(=O)n2c1 | i | i | 1.1
COc1cc2[nH]c(=S)n(Cc3ccc(C)cc3)c(=O)c2cc1OC | i | i | -1.91
CC(=O)c1c(C)[nH]c2ccccc2c1=O | i | i | -1.49
O=C(NCc1ccc(Cl)c(Cl)c1)c1cccnc1 | i | i | -1.41
CCCCCCCCCCC[N+](C)(C)CC/C=C1/c2ccccc2Sc2ccc(Cl)cc21 | i | i | -0.29
Cc1cc(C)n(-c2nc(N(C)C)nc(N(C)C)n2)n1 | i | i | 0.93
CC(C)(C)OC(=O)N/N=C/c1cccc([N+](=O)[O-])c1 | i | i | 1.98
COc1cc2c(cc1OC)C(c1cccc(Cl)c1Cl)CC(=O)N2 (configuration not stated) | i | i | 0.86
Cn1c(CN2CCOCC2)nc2cc(NC(=O)COc3ccccc3)ccc21 | i | i | 0.02
